Screening results deposited in PubChem BioAssay by National Center for Advancing Translational Sciences (NCATS).
aGlu spleen mod: inhibitors or activators of human alpha-glucosidase in spleen homogenate. P10253. human spleen homogenate, 4-MU-alpha-glucoside fluorescence. Potency, µM (series often up to 79.9 µM), for the others: top-dose activity change, negative = inhibition, most hits filed as inhibitors. 0.006% of 240,000 active. AID 2112;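 note: potency is the fitted concentration of half-maximal effect; 0% = enzyme with vehicle and -100% = no enzyme basal signal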
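Compounds were titrated against alpha-glucosidase in spleen homogenate at pH 5.0, with 1 mM 4-methylumbelliferyl substrate for 40 min at 37 C. Reactions were quenched with pH 10 NaOH/glycine and fluorescence measured.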
CBFb-RUNX1 inh: CBF-beta/RUNX1 interaction disruption; Q01196+Q13951; AlphaScreen CBFb-His/RUNX1-biotin binding, biochemical; Potency, µM (top dose mostly 59.8 µM), without a hit: at the top dose activity, negative = inhibition, actives largely listed as inhibitors; 230,000 tested, under 10 active; AID 1477; note: % of control where 0% means no effect
Target sequence (Q01196 whole entry, looked up): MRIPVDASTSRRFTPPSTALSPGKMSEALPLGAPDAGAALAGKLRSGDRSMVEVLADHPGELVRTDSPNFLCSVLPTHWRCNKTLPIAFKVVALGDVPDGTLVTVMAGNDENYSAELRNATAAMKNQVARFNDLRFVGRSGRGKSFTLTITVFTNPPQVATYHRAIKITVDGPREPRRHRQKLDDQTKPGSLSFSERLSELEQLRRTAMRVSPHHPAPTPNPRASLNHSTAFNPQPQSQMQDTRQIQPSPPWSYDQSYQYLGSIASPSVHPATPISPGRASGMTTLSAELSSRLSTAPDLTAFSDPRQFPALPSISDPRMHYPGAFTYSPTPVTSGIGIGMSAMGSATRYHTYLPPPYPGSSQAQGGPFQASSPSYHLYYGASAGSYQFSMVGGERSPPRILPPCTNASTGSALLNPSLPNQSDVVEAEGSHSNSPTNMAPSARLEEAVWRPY
Target sequence (Q13951 whole entry, looked up): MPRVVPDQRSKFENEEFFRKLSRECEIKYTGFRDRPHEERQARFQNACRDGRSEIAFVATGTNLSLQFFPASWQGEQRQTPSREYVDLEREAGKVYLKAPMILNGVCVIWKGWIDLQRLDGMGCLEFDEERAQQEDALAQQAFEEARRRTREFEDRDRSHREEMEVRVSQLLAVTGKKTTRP
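Interaction loss through any mechanism counts as activity. Pre-formed complex of His-CBF-beta and biotin-RUNX1 (30 nM apiece) is incubated with compound 15 min, then with 50 ng nickel and 50 ng streptavidin beads for 90 min before AlphaScreen detection.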
HTT aggregate: inhibitors of mutant huntingtin aggregate formation in PC12 cells | PC12 HttQ103-GFP aggregates, Acumen cytometry, 40 h | Potency, µM (doses to about 46.1 µM), for inactives: top-dose activity change, negative = inhibition, actives largely listed as inhibitors | 1.1% of 220,000 active | AID 1688; note: potency is the fitted concentration of half-maximal effect; % is set by controls: 0 for no effect and ±100 for the full control effect; nearly all actives have a fitted effect of over 60% in size
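Ecdysone-promoter PC12 model expressing HTT exon 1 Q103 fused to GFP, induced by tebufenozide at 100 nM final. Compounds titrated; aggregates sized 1–25 µm scored on a 488 nm laser cytometer.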
HTT cytoprotect: cytoprotection in Huntington HTT-Q103 PC12 cell model | PC12 HTT-Q103 induced, cytoprotection, ATP luminescence, 40 h | Potency, µM (highest dose often 56.4 µM), inactives show cytoprotection (ATP increase), actives largely listed as activators | 0.14% of 230,000 active | AID 1471;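 note: potency is the fitted concentration of half-maximal effect; % of control where 0% means no effect; nearly all actives have a fitted effect of over 45% in size; toxic huntingtin expression switched on by the ecdysone agonist tebufenozide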
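Rat PC12, Q103 Htt exon1-GFP fusion, ecdysone promoter; tebufenozide inducer 100 nM final; compound titration; qHTS, 1500 cells/well; ATPlite luminescent read.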
GAA glycogen: alters human alpha-glucosidase cleavage of glycogen | P10253 | recombinant GAA, glycogen substrate, Amplex Red glucose oxidase fluorescence | Potency, µM (series often up to 76.4 µM), for the others: at the top dose activity change, negative = inhibition, usual class: inhibitors | 0.38% of 300,000 active;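 note: potency is the fitted concentration of half-maximal effect; 0% = full enzyme reaction and -100% = no-enzyme basal signal; the screen sought inhibitors and activators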
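Recombinant human enzyme (4 nM); glycogen substrate; 37 C, 40 min, pH 5.0. Readout: coupled glucose oxidase/Amplex Red fluorescence.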
LMNA splice mod: modulators of lamin A splicing. HeLa LMNA splicing GFP/RFP minigene ratio, 48 h. Potency, µM (doses to about 46.1 µM), inactives show at the highest dose ratio change, negative = inhibition, actives largely listed as inhibitors. 0.01% of 200,000 active; active = well fitted inhibition curve with a large enough effect in the signal ratio, with a control signal flat, not every such curve was filed as active; inconclusive = small, poorly fitted or top-dose-only effect, or effect the other way, or a change in a side signal; the % refers to the signal ratio; note: potency is the fitted concentration of half-maximal effect; % is set by controls: 0 for no effect and ±100 for the full control effect
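S3 HeLa cells stably expressing lamin A-EGFP splicing minigene plus DsRed2, 600 cells/well, 48 h compound exposure at 37C. Laser-scanning cytometry; analysed as GFP (500-530 nm)/RFP (575-640 nm) total intensity ratio; 0.5% DMSO vehicle.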
GAA inh: blocks human lysosomal alpha-glucosidase. P10253. purified human GAA, 4-MU-alpha-glucoside fluorescence. Potency, µM (doses to about 76.9 µM), without a hit: at the top dose activity change, negative = inhibition, most hits filed as inhibitors. 0.005% of 200,000 active. AID 1466;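 note: potency is the fitted concentration of half-maximal effect; plate controls were uninhibited enzyme wells for no effect and no-enzyme background for full effect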
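Human enzyme at 4 nM with 400 uM 4-methylumbelliferyl-alpha-D-pyranoside, citrate/phosphate buffer pH 5.0, 0.005% Tween-20, 20 min at room temperature. Compounds up to 77 uM. 4-MU fluorescence (Ex 365/Em 440) read after NaOH/glycine stop; AC50 from Hill fit.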
Active calls of the source: *; ? = inconclusive; / = not tested or not shown; [ ] = dose if it differs, or a comment. Unless noted, calls come from the whole dose curve; as a rule, active = well fitted curve in the direction sought with a large enough effect; inconclusive = small, poorly fitted or top-dose-only effect, or another doubt; inactive = no such curve, though single readings can be large; an effect the other way counts as inactive or inconclusive. Compounds were not picked by outcome; overall some 1.5% were active at least once.

SMILES | aGlu spleen mod | CBFb-RUNX1 inh | HTT aggregate | HTT cytoprotect | GAA glycogen | LMNA splice mod | GAA inh
CC1CCCC(C)N1/N=C/c1ccccc1OC(F)F (centres undefined) | -1% | 1% | -1% | ? | 4% | 20%[46 µM] | -5%
Cc1nc(-c2cn[nH]c2-c2ccc(O)cc2O)cs1 | 6% | 1% | ? | -13%[10 µM] | 6% | -9% | 3%
COc1ccc(-c2nc3n(n2)C(=O)CC(c2ccco2)S3)cc1 (centres undefined) | 2% | -8% | -2% | 8%[1.9 µM] | -1% | ? | 2%
Cc1cccc(C(=O)NCC(=O)Nc2ccc(S(=O)(=O)Nc3nc(C)cc(C)n3)cc2)c1 | -11% | -14% | 6% | / | -4% | / | 0%
CCCC(=O)Nc1cc(C)c(NC(=O)C23CC4CC(CC(C4)C2)C3)cn1 | -5% | 2% | -10% | 5%[10 µM] | -4% | 2% | -13%
COC(=O)c1ccc(C(=O)N2CCCC(CNC(=O)c3ccccc3Cl)C2)cc1 (centres undefined) | 6% | 1% | 12%[9.22 µM] | 23%[10 µM] | -8% | -9%[46 µM] | 12%
O=C(CC1SC(=O)N(c2ccccc2)C1=O)Nc1ccc(Cl)cc1 (centres undefined) | 2% | -8% | 8%[9.22 µM] | 2%[10 µM] | ? | / | /
C=CC[n+]1c(C)csc1Nc1ccc(C(=O)O)cc1 | / | 0% | -8% | -32% | 2% | 20%[46 µM] | -8%
Cc1ccc(NC(=O)CN(C)S(=O)(=O)c2cccc3cccnc23)cc1 | 4% | 2% | -11% | -16% | 9% | -10% | -3%
COc1ccc(F)cc1C(=O)C1CCCN(Cc2ccc(Oc3ncccn3)cc2)C1 (centres undefined) | -6% | 0% | 8%[9.22 µM] | 19%[10 µM] | 24% | ? | 5%
Cc1cc(NC(=O)C(C)Oc2ccc(Cl)cc2Cl)n(-c2ccccc2)n1 (centres undefined) | -17% | 0% | 9%[9.22 µM] | -9% | -2% | 0% | -4%
Cc1nc2sc3c(c2c(=N)n1N)CC(C)(C)OC3 | -8% | -5% | 24% | 17% | 10% | 13% | 2%
COc1cc2c(c(OC)c1O)C(=O)CO2 | 0% | 5% | -29%[9.22 µM] | -7%[10 µM] | ? | / | /
Cc1cc(NC(=O)c2cc3n(n2)C(C(F)(F)F)CC(c2ccco2)N3)n(-c2ccccc2)n1 (centres undefined) | -2% | -19% | -5% | -12%[10 µM] | -11% | -17% | -4%
CC1CCN(C(=O)CN(c2ccccc2)S(=O)(=O)N(C)C)CC1 | 7% | 2% | 3% | -31% | -6% | -1%[46 µM] | 1%
CC(=O)Nc1ccccc1OCC(=O)N(Cc1ccccc1)C(C)C | -5% | -9% | 20% | -20%[10 µM] | 1% | ? | -4%
CCNc1ncc2ncc(=O)n(Cc3cccc(OC)c3)c2n1 | 1% | / | / | -57%[inhibitor] | / | ? | /
Cc1cc2cc(CN(Cc3cccs3)C(c3nnnn3C(C)(C)C)C(C)C)c3nnnn3c2cc1C (centres undefined) | 0% | 25% | 9% | -1%[10 µM] | 0% | 0% | 0%
Cc1cc(C)cc(NC(=O)Cn2cc3c(n2)CCCCC3)c1 | -1% | -4% | 5% | 11% | 8% | 16% | -4%
O=C(c1cc2c(s1)-c1ccccc1S(=O)(=O)C2)N1CCN(Cc2ccccc2)CC1 | 3% | -1% | -28% | -68%[inhibitor] | 5% | -16% | -6%
O=C(NCc1ccccc1)C1CCN(S(=O)(=O)N2CCCCCC2)CC1 | -10% | 0% | -15% | 0%[0.074 µM] | 7% | -11% | 4%
COc1cc(C(=O)Nc2cccc(-c3nc4ncccc4o3)c2C)cc(OC)c1OC | -7% | -5% | -5% | 11% | 6% | ? | -4%
COc1ccc(-n2c(O)c(C=NCc3ccccn3)c3ccccc3c2=O)c(OC)c1 | 8% | 2% | 3%[9.22 µM] | -1%[10 µM] | 1% | / | /
CCc1nc(Nc2ccc3nccnc3c2)c2oc3ccccc3c2n1 | -1% | 6% | -14% | -22% | 7% | 0% | 4%
Cc1ccc(CSc2nnc(SCC(=O)N/N=C/c3c(C)nn(-c4ccccc4)c3C)s2)cc1 | -5% | -2% | ? | 6%[10 µM] | 3% | ? | -7%
CC1CN(c2ccc([N+](=O)[O-])c(NCCOc3ccccc3)c2)CCN1 (centres undefined) | -2% | -12% | 5%[9.22 µM] | 6%[10 µM] | -5% | 6%[46 µM] | 3%
CNC(=O)c1cc(C(=O)c2ccc(C(F)(F)F)cc2F)c[nH]1 | 2% | 1% | ? | -1%[10 µM] | 2% | ? | -6%
CC12c3ccccc3C(c3ccccc31)C1C(=O)N(Cc3cccnc3)C(=O)[C@H]12 (some centres undefined) | 6% | -4% | 25% | 12%[1.9 µM] | -3% | 1% | -3%
Brc1cccc(/C=N/Nc2nn[nH]n2)c1 | -5% | -2% | 11%[9.22 µM] | -52% | ? | / | 2%
Cc1nn(C)c(C)c1CN(C)C(=O)c1nn2c(c1Br)NC(c1cccs1)CC2C(F)(F)F (centres undefined) | 2% | 4% | -5% | 23%[0.074 µM] | 11% | ? | -1%
C=CCN1C(=O)C(Cc2ccccc2)S/C1=N/N=C/c1cccs1 (centres undefined) | 4% | 11% | -10% | 6%[10 µM] | 2% | -11% | -4%
COC(=O)c1ccc(COC(=O)c2nn(C)c(=O)c3ccccc23)cc1 | 7% | 8% | 9% | ? | 12% | / | -4%
C=CCn1c(-c2c[nH]c3ccccc23)n[nH]c1=S | 3% | -7% | 2% | -2% | ? | 3% | 4%
CCCCN1C(=S)NC[C@@H]1C(C)CC (some centres undefined) | 2% | 4% | -1%[9.22 µM] | 0%[10 µM] | -1% | / | /
CCNC(=S)Nc1cccc(S(=O)(=O)Nc2ccccc2OC)c1 | 0% | 5% | 28%[9.22 µM] | 30%[10 µM] | -16% | / | /
Cc1ccc(S(=O)(=O)NCC[C@@]2(C)C3CCC2(C)C(=O)C3)cc1 (some centres undefined) | 0% | 8% | ? | ? | -4% | / | /
O=C(NCC1CCCO1)c1ccc(N2CCCCC2)nc1 (centres undefined) | 7% | 8% | 13% | 8%[10 µM] | -6% | -8% | 1%
COc1ccc(CCNC(=O)COC(=O)/C=C/c2ccc(OC)c(OC)c2)cc1 | 5% | 1% | 17% | -12%[10 µM] | 0% | -8% | 7%
COc1cccc(-n2nnc3c(=O)n(CC(=O)NC4CCCC4)cnc32)c1 | -5% | 8% | 9% | 3%[0.074 µM] | 9% | -3% | -1%
CCC[n+]1c(C)sc2c(OC)ccc(OC)c21 | 10% | -9% | -27% | 18% | -3% | / | 1%

Single records, from the list above. Order of screens: aGlu spleen mod, CBFb-RUNX1 inh, HTT aggregate, HTT cytoprotect, GAA glycogen, LMNA splice mod, GAA inh
Cc1nn(C)c(C)c1CN(C)C(=O)c1nn2c(c1Br)NC(c1cccs1)CC2C(F)(F)F (centres undefined) in the list: 2%, 4%, -5%, 23%[0.074 µM], 11%, ?, -1%
CC1CCN(C(=O)CN(c2ccccc2)S(=O)(=O)N(C)C)CC1 in the list: 7%, 2%, 3%, -31%, -6%, -1%[46 µM], 1%
CC12c3ccccc3C(c3ccccc31)C1C(=O)N(Cc3cccnc3)C(=O)[C@H]12 (some centres undefined) in the list: 6%, -4%, 25%, 12%[1.9 µM], -3%, 1%, -3%
CC1CN(c2ccc([N+](=O)[O-])c(NCCOc3ccccc3)c2)CCN1 (centres undefined) in the list: -2%, -12%, 5%[9.22 µM], 6%[10 µM], -5%, 6%[46 µM], 3%

Next entries:
SMILES | aGlu spleen mod | CBFb-RUNX1 inh | HTT aggregate | HTT cytoprotect | GAA glycogen | LMNA splice mod | GAA inh
Cc1ccccc1C(=O)Nc1nc(=S)ss1 | 2% | 9% | 5% | -14% | 2% | -7% | -4%
Cc1c(Cl)c(C(F)(F)F)nn1CC(=O)NCc1ccco1 | -3% | -2% | 0% | -26% | 8% | / | -6%
COc1ccc(-n2c(C)nc3c(cnn3-c3ccc(C)c(C)c3)c2=O)cc1 | 5% | 2% | -30% | 3% | -4% | -15% | ?
CCN(CC)c1ccc2cc(NC(=O)CCC(=O)O)c(=O)oc2c1 | 3% | 11% | 8% | -11%[10 µM] | 5% | ? | -4%
CCCCSc1nnc(-c2ccc(C)cc2)o1 | -13% | 6% | 1% | -13% | -13% | -1% | -2%
O=C(Cn1c(=O)oc2cccnc21)Nc1ccccc1Oc1ccc(Cl)cc1Cl | 1% | 6% | -11%[9.22 µM] | -13%[10 µM] | 3% | / | /
CNC(=O)c1nc(C)c(C2(C)CC(c3ccccc3)=NO2)s1 (centres undefined) | 0% | 7% | -26%[9.22 µM] | -21%[10 µM] | 3% | / | /
CC(=O)C1=C(C)OC(N)=C(C#N)C1c1cc2cccc(C)c2nc1Cl (centres undefined) | -10% | -4% | 9% | -6% | ? | 11% | 1%
CC1CCCC(C)N1Cc1cn2ccccc2n1 (centres undefined) | 3% | 0% | 4%[9.22 µM] | -8%[10 µM] | 8% | 13% | -2%
Cc1nn(-c2ccccc2)c(C)c1C(=O)OCC(=O)Nc1ccc2c(c1)OCO2 | -7% | -2% | 11% | -1% | -7% | -6% | 3%
CC(CNC(=O)C1CCCCC1C(=O)O)c1ccccc1 (centres undefined) | -18% | 2% | -7% | 0% | 5% | 4% | 1%
O=C(NC(NC(=O)c1ccccc1)c1cccc([N+](=O)[O-])c1)c1ccccc1 | 1% | 9% | -4% | 6%[10 µM] | -4% | 0% | 3%
CN(C(=O)Cn1cc(C(F)(F)F)ccc1=O)c1c(N)n(Cc2ccccc2)c(=O)[nH]c1=O | 0% | 2% | -6%[9.22 µM] | 8%[10 µM] | 5% | / | /
CCOc1ccc(CCNC(=O)CCN2C(=O)COc3ccccc32)cc1OCC | -17% | 4% | 24% | -3%[0.074 µM] | -1% | 16%[0.0737 µM] | 4%
O=C(O)/C=C\C(=O)NC1CCCCC1 | 5% | 1% | -2% | 22%[10 µM] | 8% | 10% | ?
N#C/C(=C(/O)c1cccs1)c1nnc2n1CCCCC2 | -1% | 10% | 7% | 9% | 2% | -10%[46 µM] | 1%
CC(=O)OC[C@H]1O[C@@H](O/N=C/[C@@H](C)[C@H](OCc2ccccc2)C(C)C)[C@H](OC(C)=O)[C@@H](OC(C)=O)[C@@H]1OC(C)=O | -1% | -17%[2.36 µM] | 8% | / | -4% | 4% | 6%
CCSc1nc2c(c(=O)[nH]1)C(c1ccccn1)C1=C(CC(C)(C)CC1=O)N2 (centres undefined) | -3% | 1% | -4% | -11% | 11% | 16% | 7%
